From PubChem
H37Rv inhibition – M. tuberculosis growth inhibition, HTS (AID 449762); M. tuberculosis H37Rv growth inhibition, 7H9 media; higher % means a stronger effect; one-dose inhibition, % at 25 µM; IC50 in µM for titrated hits; 0.59% of 330,000 active; in the data active means a potency from the dose series; inconclusive means inhibition above about 70% without an active follow-up result;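 further: bacterial growth assessed after seven days of incubation; strong numbers were not always called active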
influenza NS1A – NS1A inhibition, H1N1 influenza, cell based functional assay (AID 504329) | NS1A functional cell-based assay, percent inhibition; higher % means a stronger effect | one-dose inhibition, % at 12.5 µM; IC50 in µM for titrated hits | 0.3% of 340,000 active; in the data active means a potency from the dose series; inconclusive means inhibition above about 27% without an active follow-up result; further: strong numbers were not always called active
VEEV TC-83 Vero – inhibitors of VEEV TC-83 cytopathic effect, confirmation, Vero cells (AID 588727) | Vero cells, VEEV TC-83 cytopathic effect inhibition; higher % means a stronger effect | inhibition, % at 20 µM, or IC50 in µM where a hit was titrated | 0.13% of 350,000 active; in the data active means a potency from the dose series; inconclusive means inhibition mostly from about 14% at the one dose, without a potency; inactive means the rest, 99 in 100 with inhibition below about 12%; further: strong numbers were not always called active
tuberculosis growth – growth inhibition of non-replicating M. tuberculosis (AID 488890); inhibition, % at 25 µM, or IC50 in µM where a hit was titrated; Mycobacterium tuberculosis non-replicating, growth inhibition; higher % means a stronger effect; 0.39% of 320,000 active; in the data active means a potency from the dose series; inconclusive means inhibition mostly from about 82% at the one dose, without a potency; inactive means the rest, 99 in 100 with inhibition below about 76%;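 further: plate controls were DMSO cells for no effect and high antibiotic wells for full effect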
PhoP GFP inhibition – PhoP regulon inhibitors, Salmonella typhi PhoP promoter GFP reporter, confirmatory (AID 1850) | inhibition, % at 50 µM; hits with a dose series show IC50 in µM | 0.33% of 310,000 active | Salmonella Typhi PhoP-promoter GFP reporter, fluorescence, 4 h; higher % means a stronger effect; in the data active means a potency from the dose series; inconclusive means inhibition mostly from about 25% at the one dose, without a potency; inactive means the rest, 99 in 100 with inhibition below about 19%;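 further: 0% = induced wells with vehicle and 100% = uninduced wells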
VEEV TC-83 Vero 10K pilot screen – recorded beside VEEV TC-83 Vero, whose call it bears; inhibition, %; measured here: 10K pilot screen inhibition
Active calls of the source: *; i = inactive; u = inconclusive; x = not tested or not shown.

The first 10 entries, to show the layout:
SMILES | H37Rv inhibition | influenza NS1A | VEEV TC-83 Vero | tuberculosis growth | PhoP GFP inhibition | others
COc1cccc(CN(C)CC(=O)Nc2sc3c(c2C#N)CCC3)c1 | 3% | -3% | 1.1% | 0% | -1%
CCc1nn(C(CC)C(=O)NCC(C)c2ccccc2)c(=O)c2cc3occc3n12 (configuration not stated) | x | -1% | i | x | x
Cc1nnc(C)c2c(C)n(-c3ccc(Cl)c(N)c3)c(C)c12 | u | 4% | 1.7% | 39% | -2%
COc1ccc(NC(=O)c2c([N+](=O)[O-])c(C(C)(C)C)nn2C)cc1 | 5% | 1% | 2.4% | 6% | 1%
CCCCC(CC)COP(=O)(OCC(CC)CCCC)OCC(CC)CCCC (configuration not stated) | 3% | -5% | i | -12% | x
CC(C(=O)N1CCN(C)CC1)N1C(=O)c2ccccc2C1=O (configuration not stated) | -4% | 2% | 1.5% | 4% | 2%
CC1=CC(c2ccccc2)n2nc(NS(=O)(=O)c3ccc(C)cc3)nc2N1 (configuration not stated) | 0% | -3% | 1.0% | 10% | -7%
CC(=O)Nc1ccccc1S(=O)(=O)CC1CC1(Cl)Cl (configuration not stated) | 0% | -14% | i | -6% | -4%
CCN(CC)c1ccc(CNCCc2ccccc2F)cc1 | 3% | 9% | i | 14% | 15%
COC(=O)c1cc(=O)nc2scc(C)n12 | -10% | 2% | i | -19% | -5%

The whole of this part, from the first entry:
SMILES | H37Rv inhibition | influenza NS1A | VEEV TC-83 Vero | tuberculosis growth | PhoP GFP inhibition | others
COc1cccc(CN(C)CC(=O)Nc2sc3c(c2C#N)CCC3)c1 | 3% | -3% | 1.1% | 0% | -1%
CCc1nn(C(CC)C(=O)NCC(C)c2ccccc2)c(=O)c2cc3occc3n12 (configuration not stated) | x | -1% | i | x | x
Cc1nnc(C)c2c(C)n(-c3ccc(Cl)c(N)c3)c(C)c12 | u | 4% | 1.7% | 39% | -2%
COc1ccc(NC(=O)c2c([N+](=O)[O-])c(C(C)(C)C)nn2C)cc1 | 5% | 1% | 2.4% | 6% | 1%
CCCCC(CC)COP(=O)(OCC(CC)CCCC)OCC(CC)CCCC (configuration not stated) | 3% | -5% | i | -12% | x
CC(C(=O)N1CCN(C)CC1)N1C(=O)c2ccccc2C1=O (configuration not stated) | -4% | 2% | 1.5% | 4% | 2%
CC1=CC(c2ccccc2)n2nc(NS(=O)(=O)c3ccc(C)cc3)nc2N1 (configuration not stated) | 0% | -3% | 1.0% | 10% | -7%
CC(=O)Nc1ccccc1S(=O)(=O)CC1CC1(Cl)Cl (configuration not stated) | 0% | -14% | i | -6% | -4%
CCN(CC)c1ccc(CNCCc2ccccc2F)cc1 | 3% | 9% | i | 14% | 15%
COC(=O)c1cc(=O)nc2scc(C)n12 | -10% | 2% | i | -19% | -5%
C=CCN1C(=O)C(Cc2ccc(OC)cc2)SC1=Nc1ccc(C(=O)O)cc1 (configuration not stated) | -3% | -6% | 1.6% | 18% | 8%
Cc1ccc(S(=O)(=O)CCC(=O)Nc2sccc2C#N)cc1 | -6% | -3% | 2.4% | 24% | 7%
COc1ccccc1N(C)S(=O)(=O)c1ccc(C(=O)OC(C)C(=O)NCc2ccc3c(c2)OCO3)cc1 (configuration not stated) | 9% | -10% | 1.6% | 33% | -17%
COc1ccc(OC)c(NC(=O)[C@@H]2CCCN2C(=O)c2cccs2)c1 | 3% | -6% | 0.4% | 6% | 1%
COC(=O)c1cc(S(=O)(=O)N2CCC(C)CC2)ccc1F | -13% | -1% | i | -7% | -2%
COc1ccc(C)cc1S(=O)(=O)N(C)CC(=O)N1CCCC1 | 0% | 0% | i | 6% | 12%
CCOc1ccc(N(C(=O)c2snc(C(N)=O)c2N)C(C(=O)NCC2CCCO2)c2ccco2)cc1 (configuration not stated) | -4% | 1% | 0.2% | 16% | -7%
CCCC(C)NC(=O)Cn1c(=O)c2c(ncn2CCC(C)C)n(Cc2ccccc2)c1=O (configuration not stated) | -6% | 5% | 0.5% | -6% | 9%
CCOC(=O)CCC(=O)Nc1ccc(S(=O)(=O)N2CCc3ccccc32)cc1 | 11% | -3% | i | 22% | -1%
COc1ccc(CCN(C)S(=O)(=O)c2cn(C)c(=O)n(C)c2=O)cc1OC | 2% | -2% | 2.6% | 12% | x
O=C(C(c1ccccc1)c1ccccc1)N1CC[C@@]2(O)CCCC[C@H]2C1 | 7% | -2% | 0.5% | -4% | -3%
CS(=O)(=O)N1CCc2cc(S(=O)(=O)Nc3ccc4c(c3)OCCO4)ccc21 | -4% | -15% | 0.3% | 6% | -15%
COc1ccc(-n2c(CNC(=O)COc3ccc(Cl)cc3)n[nH]c2=S)cc1 | -4% | 2% | 1.2% | -12% | -1%
COCCn1nnnc1C(c1ccc(Cl)cc1)N1CCN(C(=O)c2ccco2)CC1 (configuration not stated) | 1% | 3% | 1.0% | 2% | 14%
C[N+]1(C)[C@@H]2CC[C@H]1CC(OC(=O)[C@@H](CO)c1ccccc1)C2 (some centres not stated) | -1% | 3% | i | 11% | -2%
O=[N+]([O-])c1cc2c(cc1CNCCc1ccc3c(c1)OCO3)OCO2 | -1% | 12% | i | 2% | -10%
CCN(CC)S(=O)(=O)c1cccc(-c2n[nH]c(=S)n2C)c1 | -2% | -12% | 1.9% | -6% | 5%
CCN(c1ccccc1)S(=O)(=O)c1cccc(C(=O)NCC(c2cccs2)N(C)C)c1 (configuration not stated) | -1% | -2% | 0.3% | 14% | -22%
O=C(O)CNS(=O)(=O)c1cccc2nsnc12 | 3% | -13% | i | 3% | -11%
COc1ccc(/C=C/C(=O)OCC(=O)Nc2ccc(Cl)cc2F)cc1S(=O)(=O)N1CCOCC1 | 8% | -8% | 2.5% | 5% | -8%
Cc1cc(C)n(C(=O)Cn2nc(C(F)F)cc2C)n1 | -24% | -1% | 0.9% | -14% | 5%
Cc1cc(C)nc(NS(=O)(=O)c2ccc(NC(=O)c3ccc(S(=O)(=O)N(C)C)cc3)cc2)n1 | -4% | 3% | 0.6% | 33% | -6%
C=CCN1C(=O)/C(=C/c2cccs2)C(=O)NC1=S | -1% | -6% | 7.0% | -9% | -2%
O=C(Oc1ccc(C(=S)N2CCOCC2)cc1Br)c1ccccc1F | 2% | 3% | i | 34% | -9%
CC(=O)Nc1ccc(S(=O)(=O)N2CCN=C2SCc2ccc([N+](=O)[O-])cc2)cc1 | -2% | 0% | 5.1% | -8% | -3%
COCCSc1ccccc1C(=O)NCc1ccco1 | -15% | -3% | 1.1% | 1% | 16%
O=c1c(C/C=C/c2ccccc2)c(O)ccn1Cc1ccc(Cl)cc1Cl | -4% | -8% | 0.6% | 5% | -9%
CC(=O)Nc1ccc(C(=O)OCc2ccccc2Cl)cc1 | 10% | 3% | 1.4% | 77% | -1%
COc1ccc(C(=O)NCc2ccc(F)cc2)cc1S(=O)(=O)N1CCCC1 | x | -2% | 11% | x | x
CC(C(=O)NCC(=O)Nc1ccc(F)c(F)c1F)N1CCN(Cc2ccc(C#N)cc2)CC1 (configuration not stated) | 1% | -11% | 1.8% | 9% | x
COCC(C)n1c(COc2ccccc2F)nnc1SCC(=O)c1c(N)n(C)c(=O)n(C)c1=O (configuration not stated) | 5% | -7% | 1.4% | 20% | 4%
CCCCSc1nc(O)c(C2OC(=O)c3c2ccc(OC)c3OC)c(=O)n1C (configuration not stated) | 5% | 4% | 1.7% | 15% | -7%
O=C(c1ccc(COc2ccc(F)cc2)o1)n1cccn1 | -1% | 8% | i | 79% | -5%
O=C(N/N=C/C(Br)=C/c1ccccc1)c1cnccn1 | u | -1% | 2.7% | i | 4%
CC(C)(C)n1nc2c(c1NC(=O)Cc1cccc3ccccc13)CS(=O)C2 (configuration not stated) | -4% | 5% | 0.6% | -16% | -8%
COC(=O)C1=C(c2cc3ccccc3o2)C[C@@H]2CC[C@H]1N2C(=O)NCCO | -3% | -1% | 0.1% | -11% | -3%
CC(C)(CNc1ccc([N+](=O)[O-])cc1C#N)N1CCOCC1 | 0% | 1% | i | 1% | 6%
COc1cccc(-c2nc(-c3ccncc3)no2)c1 | 12% | -8% | 3.9% | 19% | 1%
CC(CN)(NS(=O)(=O)c1ccccc1)c1ccccc1 (configuration not stated) | 6% | -2% | 1.4% | 1% | 7%
CSc1ncccc1C(=O)OCCCC(=O)c1ccc(F)cc1 | 7% | 8% | 7.3% | u | x
O=C(Nc1ccccc1Br)C(=O)N1CCCC1 | -8% | -14% | 2.8% | -25% | -4%
COc1ccc(NC(=O)c2nnn(CC(=O)Nc3ccccc3OC)c2N)c(OC)c1 | -2% | -1% | i | -11% | 14%
O=C(OC(C(=O)NC1CCCCC1)c1ccc(C(F)(F)F)cc1)c1ccco1 (configuration not stated) | 4% | -8% | 5.2% | 14% | 3%
Cc1ccc(N=Cc2c(O)n(-c3nccs3)c(=O)c3ccccc23)c(C)c1 | 6% | -2% | i | -4% | -6%
CCOC(=O)c1cn(Cc2ccccc2)nc1-c1ccccc1 | 11% | -2% | i | -7% | 1%
CCCc1cc(NCC2CCCO2)n2c(nc3ccccc32)c1C#N (configuration not stated) | 0% | -10% | 7.0% | 42% | -2%
N#Cc1ccsc1NC(=O)COc1ccc(-c2nnco2)cc1 | -10% | -7% | 0.5% | -10% | -4%
O=C(Nn1c(COc2ccccc2)nc2ccccc2c1=O)C(Cl)(Cl)Cl | 8% | 0% | i | 59% | 1%
CCn1c(COc2cc(C)ccc2C(C)C)nnc1SCC(=O)Nc1nccs1 | 3% | -14% | i | -3% | -10%
COc1cc([N+](=O)[O-])cc(/C=N/NC(=O)CSc2ccccn2)c1O | 8% | 25% | 3.3% | 44% | 127µM*

Next section
SMILES | H37Rv inhibition | influenza NS1A | VEEV TC-83 Vero | tuberculosis growth | PhoP GFP inhibition | others
O=S(=O)(c1ccccc1)N1CCN(C(=S)Nc2ccc(Br)cc2)CC1 | 2% | -5% | 11% | 12% | 5%
CN(CC(=O)Nc1ccccc1N1CCCC1)S(=O)(=O)c1ccc(F)cc1 | 7% | 0% | 7.0% | 7% | -7%
CN(C)c1ccc(/C=C2/SC(=O)N(CCN=C3NS(=O)(=O)c4ccccc43)C2=O)cc1 | 17% | -9% | 2.8% | -12% | -9%
OCCN1CCN(CC#CCC(c2ccccc2)c2ccccc2)CC1 | 4% | -4% | i | 7% | 1%
Cc1c(C(=O)OCC(=O)N2CC(=O)Nc3ccccc32)oc2ccccc12 | 7% | 12% | 3.9% | -5% | -6%
O=S(=O)(c1cccc2nsnc12)N1CCN(C/C=C/c2ccccc2)CC1 | -6% | 3% | i | 15% | -2%
Cc1ccc(C(=O)Nc2cccc3ccccc23)o1 | 6% | x | 0.4% | 26% | 9%
COC(=O)C1=C(C)N(Cc2ccccc2)C(=NCCc2ccccn2)N[C@H]1c1cccc(F)c1 | 12% | 13% | i | 75% | 5% | VEEV TC-83 Vero 10K pilot screen=0.0
COc1ccc(C)cc1NC(=O)C1CCCN(S(=O)(=O)c2cnc[nH]2)C1 (configuration not stated) | -5% | 3% | 0.8% | x | -10%
CCc1ccc(-c2nc(CN3CCC(C(=O)NCCN(CC)c4ccccc4)CC3)c(C)o2)cc1 | u | 8% | i | 80% | -3%
C(=N\Nc1nc2ccccc2[nH]1)/c1cccc2cccnc12 | u | 13µM* | 9.3% | u | 10%
O=C(O)c1cc(S(=O)(=O)NCc2ccco2)c(Cl)cc1Cl | -2% | -13% | 1.1% | -5% | 4%
CCOC(=O)c1cnc2c(-c3ccccc3OC)c(C)nn2c1C | -2% | -9% | 7.6% | 8% | 3%
C/C(=N\NC(=O)c1nn(C)cc1Br)c1cccc(NC(=O)C2CCCC2)c1 | 2% | 19% | 7.3% | x | -7%
Cc1cnc(C(=O)OCc2ccc(Br)cc2)cn1 | 6% | 12% | 1.6% | u | -9%
CCc1ccc(NC(=O)Cn2cnc3c(=O)n(C)c(=O)n(C)c32)cc1 | -10% | 2% | 0.4% | 11% | -4%
OCCCNc1nnc(-c2ccccc2)c2ccccc12 | -1% | -2% | i | 3% | -18%
CCOC(=O)N1CCN(C(=O)CCCn2c(=S)[nH]c3ccc(Br)cc3c2=O)CC1 | u | -1% | 1.0% | 17% | 7% | VEEV TC-83 Vero 10K pilot screen=6.1
Cc1ccc(S(=O)(=O)Nc2cc(C(=O)N3CCC4(CC3)OCCO4)ccc2N2CCCCC2)cc1 | -2% | -14% | 7.3% | 46% | 3%
CCN(CC)S(=O)(=O)c1ccc(OC)c(NC(=O)c2cc([N+](=O)[O-])ccc2Cl)c1 | 3% | 2% | 1.0% | 1% | 3%
